BL2 CD40 inh – inhibitors of CD40-induced NF-kB signaling, primary screen, BL2 cells, luciferase reporter, single point. inhibition, % at 10 µM. CD40L-induced, 4 h. 0.94% of 83,000 active. AID 1053188, 2014;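 active means mean inhibition of at least 50% with a set share of replicates also reaching that level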;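 further: 0% = neutral control wells and 100% = IKK inhibitor VII at 50 µM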
* hit, by the source's call; & = joins results of further samples; [ ] = remark or other dose. These rows are one share of the data, so the mix of outcomes need not match the whole.

SMILES	BL2 CD40 inh
CN1CCN(c2ccc(CNS(=O)(=O)c3ccccc3)cc2)CC1	-11
O=C(CCCC(=O)n1cnc2ccccc21)n1cnc2ccccc21	8
CN(N=Cc1ccccc1)C(=S)Nc1ccccc1	11
Cc1ccc(-n2nnnc2CNC(=O)C2CC(=O)N(c3ccccc3)C2)cc1C (stereo unspecified)	8
CN(C)C(CNS(=O)(=O)c1ccc(Br)cc1)c1cccnc1 (stereo unspecified)	-1
CC(C)OCCCNCc1cccs1	14
CCC(=O)N1CC2(C1)[C@H](c1ccccc1)[C@@H](CO)N2CC1CC1	-3[25 µM]
COc1ccc2c3c([nH]c2c1)[C@@H](CO)N(C(=O)CN(C)C)CC31CCN(Cc2cncnc2)CC1	-5[25 µM]
CCNc1nc(NCC)n2c(SCC(=O)Nc3ccccc3Cl)nnc2n1	9
CCN(CC)C(=O)Nc1ccc(Br)cc1	-3
O=C(NCCCN1CCC(Cc2ccccc2)CC1)C1CC(=O)N(C2CCCCCC2)C1 (stereo unspecified)	-8
Clc1ccccc1CSc1cnnc2ccccc12	-82
CO[C@@H]1CN(C)C(=O)c2cc(NC(=O)Cc3ccccc3)ccc2OC[C@@H](C)N(C(=O)c2ccccc2F)C[C@@H]1C	-2[25 µM]
O=C(CN1CCOCC1)N[C@H]1CC[C@@H](CCNC(=O)C2CCCC2)O[C@H]1CO	-1
COc1ccc(NC(=O)c2cccc(S(=O)(=O)NCc3ccco3)c2)c(OC)c1	-12
CCC(=O)Nc1sc2c(c1C#N)CCCCC2	-49
COc1ccc(/C=C/C(=O)c2cc3cccc(OC)c3oc2=O)cc1	13
c1ccc(-n2ncc3c2ncn2nc(-c4ccco4)nc32)cc1	-77
COc1ccc(CCNC(=O)C(=O)c2cn(CC(=O)N3CCCC3)c3ccccc23)cc1	1
CN(C)C(=O)c1ccc(-c2ccc(C3[C@@H]4CN(Cc5ccccc5Cl)C[C@H]3N4)cc2)cc1 (stereo partly specified)	15[25 µM]
O=C(Cn1nnc2ccccc2c1=O)Nc1cc(C(F)(F)F)ccc1N1CCOCC1	7
N#C[C@@H]1[C@@H](c2ccccc2C2=CCCCC2)[C@@H](CO)N1C(=O)NC1CCCCC1	15
COc1ccc2c3c(n(C)c2c1)[C@H](CO)NCC31CN(Cc2ccccc2Cl)C1	8[25 µM]
O=C(COc1ccc(S(=O)(=O)Nc2ccccc2)cc1)NCc1ccccn1	7
O=C(Cc1ccccc1)Nc1ccc2oc(-c3ccncc3)nc2c1	-49
O=C(Cc1cccc2ccccc12)Nc1ccccc1C(=O)O	-14
O=C(C1CCC1)N1C[C@@H]2[C@H](c3ccccc31)[C@H](CO)N2C(=O)c1ccccc1F	4
NS(=O)(=O)c1ccc(CCNC(=O)Cc2ccc(S(=O)(=O)N3CCOCC3)s2)cc1	7
Cc1ccc(SCC(=O)OC(C)C(=O)Nc2ccc(S(N)(=O)=O)cc2)cc1C (stereo unspecified)	-7
COC(=O)C1CCN(C(=O)c2cc(-c3ccc(Cl)s3)nc3ccccc23)CC1	2
COc1ccc(CC(=O)Nc2ccc(S(=O)(=O)Nc3cc(C)on3)cc2)cc1	7
Cc1ccc(CSc2nnc(-c3ccc4c(c3)OCO4)o2)cc1	-3
Brc1ccc(-c2noc(COc3ccc4ccccc4c3)n2)o1	-1
Cn1/c(=N/N=C/c2ccc(Cl)c([N+](=O)[O-])c2)sc2ccccc21	-8
O=C(C1CN(C(=O)c2cc3ccccc3o2)c2ccccc2O1)N1CCCCC1 (stereo unspecified)	16
Fc1ccc(C(CNC(=S)NC2CCCCC2)N2CCOCC2)cc1 (stereo unspecified)	-7
Cc1noc(C)c1S(=O)(=O)Nc1ccc(C(=O)NCc2ccccc2)cc1	9
CN(C)CCNc1nc(-c2ccccc2)c2c(c1C#N)CC(C)(C)OC2	0
N#Cc1ccc(C(=O)Nc2nc(SCc3ccc(Cl)cc3)n[nH]2)cc1	4
COc1ccccc1-c1cnn2c(NC3CCCC3)cc(C)nc12	-110

A different layout for some results above:
canonical_smiles | BL2 CD40 inh
CN1CCN(c2ccc(CNS(=O)(=O)c3ccccc3)cc2)CC1 | -11
O=C(CCCC(=O)n1cnc2ccccc21)n1cnc2ccccc21 | 8
CN(N=Cc1ccccc1)C(=S)Nc1ccccc1 | 11
Cc1ccc(-n2nnnc2CNC(=O)C2CC(=O)N(c3ccccc3)C2)cc1C (stereo unspecified) | 8
CN(C)C(CNS(=O)(=O)c1ccc(Br)cc1)c1cccnc1 (stereo unspecified) | -1
CC(C)OCCCNCc1cccs1 | 14
CCC(=O)N1CC2(C1)[C@H](c1ccccc1)[C@@H](CO)N2CC1CC1 | -3[25 µM]
COc1ccc2c3c([nH]c2c1)[C@@H](CO)N(C(=O)CN(C)C)CC31CCN(Cc2cncnc2)CC1 | -5[25 µM]
CCNc1nc(NCC)n2c(SCC(=O)Nc3ccccc3Cl)nnc2n1 | 9
CCN(CC)C(=O)Nc1ccc(Br)cc1 | -3
O=C(NCCCN1CCC(Cc2ccccc2)CC1)C1CC(=O)N(C2CCCCCC2)C1 (stereo unspecified) | -8
Clc1ccccc1CSc1cnnc2ccccc12 | -82
CO[C@@H]1CN(C)C(=O)c2cc(NC(=O)Cc3ccccc3)ccc2OC[C@@H](C)N(C(=O)c2ccccc2F)C[C@@H]1C | -2[25 µM]
O=C(CN1CCOCC1)N[C@H]1CC[C@@H](CCNC(=O)C2CCCC2)O[C@H]1CO | -1
COc1ccc(NC(=O)c2cccc(S(=O)(=O)NCc3ccco3)c2)c(OC)c1 | -12
CCC(=O)Nc1sc2c(c1C#N)CCCCC2 | -49
COc1ccc(/C=C/C(=O)c2cc3cccc(OC)c3oc2=O)cc1 | 13

The list goes on:
SMILES	BL2 CD40 inh
C[C@@H]1CCCCO[C@@H](CN(C)C(=O)NC2CCCCC2)[C@@H](C)CN([C@@H](C)CO)C(=O)c2cc(N(C)C)ccc2O1	5[25 µM]
COc1ccc2c3c(n(C)c2c1)[C@@H](CO)N(C(=O)C1CC1)CC31CCN(C(=O)CN(C)C)CC1	10[25 µM]
CCC(CC)c1nc2ccccc2c(=O)[nH]1	5
O=C(Nc1ccccn1)c1cccs1	-26
O=C(C[C@@H]1C[C@@H]2c3cc(NC(=O)NC4CCCC4)ccc3O[C@@H]2[C@H](CO)O1)NCCc1ccccc1	-2
Cc1cccc(CN2CCC(Oc3ccc(C(=O)N4CCCC4)cc3)CC2)n1	-2
CCOC(=O)N1CCC(N2CCN(S(=O)(=O)c3ccc4ccccc4c3)CC2)CC1	6
COc1ccc(CC(=O)Nc2ccccc2N2CCCCC2)cc1OC	7
COc1cc(NCCCNC(C)C)c2nccc(C)c2c1	18
CCCC#Cc1ccc([C@H]2[C@H](CO)N3C(=O)CN(S(=O)(=O)c4ccccc4C)C[C@@H]23)cc1	14[25 µM]
Cc1ccc(NC(=O)CN2CCN(S(=O)(=O)c3ccc4c(c3)OCCO4)CC2)c(C)c1	11
C/C(=N\NC(=O)c1nnn(-c2nonc2N)c1CSc1ccc(C)cc1)c1cccs1	6
COc1ccc(C)cc1S(=O)(=O)NCC(c1ccc2c(c1)OCO2)N1CCOCC1 (stereo unspecified)	2
Cc1cc(O)cc2c1C1CCC3(C)C(=O)CCC3C1C=C2 (stereo unspecified)	-13
C[C@H]1CN([C@@H](C)CO)C(=O)CCCn2cc(nn2)CO[C@@H]1CN(C)C(=O)Nc1cccc2ccccc12	-16[25 µM]
CCCCCNC(=O)c1ccccc1SC	2
Clc1ncc(Cn2cccn2)s1	10
COc1ccc(-c2cc(C)no2)cc1S(=O)(=O)N1CCOc2ccccc21	4
CNC(=O)COC(=O)Cc1ccc(Cl)cc1	-4
Cc1nc(Cl)sc1C(=O)Nc1cccc2ccccc12	-5
COc1ccc(C#Cc2ccc([C@@H]3[C@@H](CO)N4C(=O)CN(C(=O)c5ccc(F)cc5)C[C@@H]34)cc2)cc1	8[25 µM]
c1ccc(Oc2ncnc3sccc23)cc1	7
Cc1cccc(S(=O)(=O)N2C[C@@H]3N[C@H](C2)C3c2ccc(-c3cncnc3)cc2)c1 (stereo partly specified)	9&13[25 µM]
CC(C)OCCCNc1ncc2c(n1)CC(c1ccc(N(C)C)cc1)CC2=O (stereo unspecified)	-2
O=C(CCS(=O)(=O)c1ccccc1)N(CCCN1CCOCC1)c1nc2ccccc2s1	96*
CNc1nc(N)c(C(=O)Nc2cc(C)on2)s1	-12
CC1CCc2sc(C(=O)NCC(C)(C)N3CCOCC3)cc2C1 (stereo unspecified)	-6
O=C(Cc1ccc(S(=O)(=O)N2CCOCC2)s1)NC1CCCCC1	5
CCOC(=O)Cn1cc(C(=O)C(C)(C)C)c2ccccc21	4
CC12CCC(C(=O)Nc3cccnc3)(CC1=O)C2(C)C (stereo unspecified)	1
NCC[C@@H]1CC[C@@H](NC(=O)NC2CCCCC2)[C@@H](CO)O1	6[25 µM]
Cc1ccc(C(=O)n2nc(-n3cccc3)c3c(C)cc(C)nc32)cc1	0
O=C(c1ccccc1F)N1C[C@H]2[C@@H](c3ccccc31)[C@@H](CO)N2C(=O)c1ccc(F)cc1	2[25 µM]
COc1cc(CNc2ncnc3c2ncn3[C@H]2CN(Cc3ccncc3)C[C@@H](CO)O2)cc(OC)c1OC	10
CC(=O)c1c(C)[nH]c(C(=O)NCCc2ccc(Cl)cc2)c1C	-10
COc1cc(C(=O)NNC(=O)COc2ccc(Br)cc2)ccc1OCC(=O)N1CCOCC1	4
C[C@H](CO)N1C[C@H](C)[C@H](CN(C)C(=O)c2ccncc2)Oc2cc(C#Cc3ccncc3)ccc2S1(=O)=O	3[25 µM]
Nc1ccc(N2CCOCC2)c(S(=O)(=O)Nc2ccccc2Cl)c1	5
COc1cccc(S(=O)(=O)N2CCCCN3[C@H](C2)[C@@H](c2ccc(C4=CCCCC4)cc2)[C@@H]3CO)c1	-7[25 µM]
COc1ccccc1-c1ccc([C@H]2[C@@H](CO)N(C(C)=O)[C@H]2CN(C)C(C)=O)cc1	2[25 µM]
O=C(Oc1ccc2c(c1)OCO2)c1ccncc1	3
CCC1=C(c2ccc(OC)cc2)CCC(C(=O)O)C1C (stereo unspecified)	8
CN1c2ccc(-c3cccc(C#N)c3)cc2[C@@H]2[C@@H](CCN2C(=O)CN2CCOCC2)[C@H]1CO	-19[25 µM]
CC(=O)NC(CCS(C)(=O)=O)C(=O)Nc1c(C)cccc1C (stereo unspecified)	4
Cc1ccc(C(=O)CN2C(=O)NC3(CCc4ccccc43)C2=O)c(C)c1 (stereo unspecified)	-10
CCOc1cccc2sc(N3CCN(C(=O)c4ccc5ncsc5c4)CC3)nc12	8
O=C(Nc1ccc(-n2cnnn2)cc1)c1cccc(S(=O)(=O)N2CCCC2)c1	7
CC(=O)OCC#CCSc1nc2ccccc2n1C	-1
O=C(CSC1CC(=O)N(c2ccc(C(=O)O)cc2)C1=O)Nc1ccc(Cl)cc1 (stereo unspecified)	5
Cc1cccc(NC(=O)c2ccc3c(c2)C(=O)N(c2ccccc2C)C3=O)n1	-42
Continued:
SMILES	BL2 CD40 inh
C[C@H](CO)N1C[C@H](C)[C@H](CN(C)CC2CC2)OCc2ccccc2-c2ccccc2C1=O	-4[25 µM]
CC1CCN(S(=O)(=O)c2ccc3nc(-c4ccccn4)cc(C(=O)NCCN(C)Cc4ccccc4)c3c2)CC1	6
CC(=O)n1nc(-c2ccco2)nc1N	17
COC(=O)c1ccc2nc(C)c(C)nc2c1	4
O=C(OCC(=O)N1CCNC1=O)c1ccccc1Cl	-60
O=C(O/N=C1/CCSc2ccccc21)c1ccccc1	-80
COc1ccc(C(=O)N2C[C@H]3[C@@H](c4ccccc42)[C@@H](CO)N3C(=O)NC(C)C)cc1	-4[25 µM]
COc1cccc(CC2(CO)CCN(CC3=CC[C@H]4C[C@@H]3C4(C)C)CC2)c1	13
O=C(c1cc(S(=O)(=O)N2CCCC2)c(Cl)cc1Cl)N1CCCC1	3
COCCNC(=O)NC(=O)COC(=O)c1cccn1C	0
CC(CC(=O)N1CCN(S(=O)(=O)c2ccccc2)CC1)n1cncn1 (stereo unspecified)	4
CCS(=O)(=O)Nc1ccc2c(c1)C(=O)N(C)C[C@@H](OC)[C@H](C)CN(C(=O)c1ccc3c(c1)OCO3)[C@H](C)CO2	2[25 µM]
CNC[C@H]1Oc2c(N)cccc2C(=O)N(C)C[C@H]1C	0
CC(=O)c1c(C)[nH]c(C(=O)OCC(=O)Nc2cc(C)on2)c1C	8
CN(CCCNC(=O)Cn1c(=O)c2cccn2c2ccccc21)Cc1ccccc1	11
O=C(C1CCCO1)N1CCN(c2ccccn2)CC1 (stereo unspecified)	4
CN(C)c1ccc(CNC(=O)C2Cc3c(-c4ccccc4Oc4ccccc4)ccnc3O2)cc1 (stereo unspecified)	8
CC(C)NC(=O)N[C@@H]1CC[C@H](CC(=O)NCCCN(C)C)O[C@H]1CO	-4[25 µM]
CC1(C)CNc2cc([N+](=O)[O-])ccc2S1	-14
COCCN(C(=O)COC(=O)c1ccccc1NCc1ccco1)c1c(N)n(Cc2ccccc2)c(=O)[nH]c1=O	1
COc1ccc2c(C)cc(Sc3nnnn3-c3ccccc3)nc2c1	4
Cc1ccc(NS(=O)(=O)c2ccc(C(=O)N3CCCN(C)CC3)cc2)cc1	5
Cn1cc([N+](=O)[O-])c(C(=O)NCc2cc3ccccc3[nH]2)n1	5
Cc1ccc(OCCC(=O)OCC(=O)NC(=O)NC2CCCCC2)cc1	6
COc1ccc(C(=O)N/C(=C/c2cccs2)C(=O)NCCCn2ccnc2)cc1OC	2
CCCNC(=O)c1cc(C2CCCCN2C(=O)c2ccc3c(c2)CCO3)on1 (stereo unspecified)	5
Cc1cc(C)c(C2=CSC3=NS(=O)(=O)CCN23)c(C)c1	10
O=C(O)c1c(-n2cccc2)sc2c1CCCC2	9
Cc1cc(C)cc(N2CCCn3c2nc2c3c(=O)n(CC(=O)OCc3ccccc3)c(=O)n2C)c1	18
O=C(c1ccccn1)N1C[C@H]2[C@@H](c3ccccc31)[C@H](CO)N2C(=O)C1CCCCC1	-4[25 µM]
Cc1onc(-c2c(F)cccc2Cl)c1C(=O)NCCO	15
CN(C)c1ccc(O)c2c1CC1CC3[C@@H](N(C)C)C(=O)C(C(N)=O)=C(O)[C@]3(O)C(=O)C1=C2O (stereo partly specified)	7
Cc1nnc(SCCn2c(N(C)Cc3ccccc3)nc3c2c(=O)[nH]c(=O)n3C)s1	2
